Bioassay records deposited in PubChem BioAssay by The Scripps Research Institute Molecular Screening Center.
TAAR1 agonist = agonists of human TAAR1; CHO RD-HGA16 TAAR1, Fluo-8 calcium fluorescence; vehicle wells 0%, saturating PEA agonist 100%; 360,000 tested, 0.99% active; Q96RJ0; activation, % at 3 µM;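 active = activation above the mean activation of all test compounds in the run plus 3 SD, cut at about 38% in these data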
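Signal – calcium-sensitive Fluo-8 signal, excitation 470-495, emission 515-575 nm · System – RD-HGA16 (CHO) cells co-expressing Gα16 and hTAAR1 · Incubation – 17-24 h seeding, 75 min 37 °C dye, 30 min RT · Compound dosing – 3 µM single concentration · Repeats – no replicates (n 1)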
V1aR counter = V1a receptor agonism, counter-screen for OXTR agonists; activation, % at 3 µM; 320,000 tested, 0.25% active; CHO-V1R cells, Fluo-8 calcium fluorescence, agonist mode; 0% DMSO, 100% 3 nM vasopressin;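 active = activation above the mean activation of all tested compounds plus 3 SD, per screening run, cut at about 20% in these data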;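 note: signal is peak over basal fluorescence ratio across a 100 second FLIPR read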
Target sequence (P37288 whole entry, looked up): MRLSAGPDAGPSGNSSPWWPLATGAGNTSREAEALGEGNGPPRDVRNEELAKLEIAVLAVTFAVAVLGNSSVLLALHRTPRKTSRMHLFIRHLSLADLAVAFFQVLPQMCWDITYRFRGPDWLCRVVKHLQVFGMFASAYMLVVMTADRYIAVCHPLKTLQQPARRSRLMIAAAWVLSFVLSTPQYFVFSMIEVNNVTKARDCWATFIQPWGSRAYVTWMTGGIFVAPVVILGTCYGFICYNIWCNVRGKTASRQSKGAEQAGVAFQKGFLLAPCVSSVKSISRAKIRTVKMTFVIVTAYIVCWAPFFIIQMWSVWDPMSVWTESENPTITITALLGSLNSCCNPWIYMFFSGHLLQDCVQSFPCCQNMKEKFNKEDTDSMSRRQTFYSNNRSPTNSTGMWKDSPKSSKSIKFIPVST
M1 antag = antagonists of human M1 muscarinic receptor; inhibition, % at 3 µM; 360,000 tested, 1.3% active; P11229; AID 588852; CHO-K1 hM1, Fluo-8 calcium fluorescence, ACh EC80 antagonist;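 active = percent inhibition above its own plate's cutoff, namely the mean of that plate's compound wells plus 3 SD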;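 note: peak over basal fluorescence ratio during 140 s after agonist addition; 0% = ACh EC80 plus DMSO and 100% = DMSO alone without agonist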
OXTR ag = agonists of human oxytocin receptor | P30559 | AID 2435 | 320,000 tested, 0.32% active | CHO-OTR cells, Fluo-8 calcium fluorescence; normalized: DMSO 0%, oxytocin 100% | activation, % at 3 µM;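 active = activation above the mean of all tested compounds plus 3 SD, cutoff set per screening run, cut at about 20% in these data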;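 note: peak over basal fluorescence ratio from a 100 s FLIPR kinetic read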
Target sequence (P30559 whole entry, looked up): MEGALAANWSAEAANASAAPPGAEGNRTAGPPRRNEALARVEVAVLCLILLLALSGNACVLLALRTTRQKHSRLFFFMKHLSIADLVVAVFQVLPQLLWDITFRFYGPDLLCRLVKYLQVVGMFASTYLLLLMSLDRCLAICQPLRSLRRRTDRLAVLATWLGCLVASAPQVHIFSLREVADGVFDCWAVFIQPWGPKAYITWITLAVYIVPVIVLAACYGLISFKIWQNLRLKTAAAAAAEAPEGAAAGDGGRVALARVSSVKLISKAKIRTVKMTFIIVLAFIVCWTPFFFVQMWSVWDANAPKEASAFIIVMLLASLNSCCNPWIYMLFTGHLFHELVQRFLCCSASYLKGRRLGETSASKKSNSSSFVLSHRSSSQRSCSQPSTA
OXTR potentiate = potentiators of human oxytocin receptor. CHO-OTR cells, Fluo-8 calcium fluorescence, potentiator mode; 0% = oxytocin EC15, 100% = EC100. AID 2445. activation, % at 3 µM. 320,000 tested, 0.061% active;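 active = activation above that plate's cutoff, the mean activation of tested compounds plus 3 SD, cut at about 6.6% in these data, passing the limit was not always enough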;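 note: 100% uses oxytocin at 75 nM as the full agonist control; some results filed as inactive read as strong as hits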
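Replication – single well per compound, singlicate · Assay system – CHO cell line stably expressing human OTR · Timing – 6 min pre-incubation, 100 s read · Measure – normalized max/min fluorescence ratio, % activation · Doses – 3.0 µM, one dose · Detection – Fluo-8 calcium dye fluorescence · Probe or stimulus – oxytocin near EC15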
CHRM1 PAM = potentiates human M1 receptor response to acetylcholine. CHO-K1 hM1, Fluo-8 calcium fluorescence, ACh EC20; 0% = ACh EC20, 100% = maximal ACh. P11229. 360,000 tested, 0.088% active. AID 588819. activation, % at 3 µM; in the data active = activation above about 19%, passing the limit was not always enough
CHO parental Ca = counter-screen for OX1R antagonists: effect in parental CHO cells. parental CHO-K1, ATP-induced calcium, Fluo-8 fluorescence. inhibition, % at 5.6 µM. 330,000 tested, 0.63% active. AID 463079;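 active = inhibition above that plate's mean sample inhibition plus 3 SD, cut at about 26% in these data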;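 note: 0% = ATP-challenged DMSO wells and 100% = DMSO wells without ATP; some compounds past the cut are filed as inactive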
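Assay system: parental CHO cells; Read-out basis: percent inhibition of ATP-evoked calcium rise, normalized to controls; Benchmarks: ATP and no-ATP DMSO wells; Compound dosing: single nominal dose of 5.6 µM per compound; Signal: Fluo-8 calcium dye fluorescence; Also added: ATP as calcium-mobilizing challenge; Repeats: singlicate.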
TAAR1 antagonist = human TAAR1 antagonism; 360,000 tested, 1.5% active; Q96RJ0; inhibition, % at 3 µM; CHO RD-HGA16 TAAR1, Fluo-8 calcium fluorescence, antagonist;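 active = inhibition above a per-plate cutoff, the mean inhibition of test compounds on that plate plus 3 SD, cut at about 49% in these data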;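 note: 0% = DMSO plus EC80 beta-PEA response and 100% = DMSO alone without agonist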
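Test system: CHO RD-HGA16 cells bearing hTAAR1 | Reagent: β-PEA, EC80 | Compound dosing: 3 µM, single point | Schedule: Dye loading 75 min at 37 °C, then 30 min room temperature | Signal: Calcium fluorescence with Fluo-8 | Evaluation: Percent inhibition of PEA-evoked calcium signal, max/basal emission ratio | Control set: DMSO-only wells and EC80 β-PEA-stimulated wells | Repeats: Singlicate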
CHRM1 agonist = activates human CHRM1 receptor. CHO-K1 hM1, Fluo-8 calcium fluorescence, agonist mode; 0% DMSO, 100% acetylcholine EC100. activation, % at 3 µM. 360,000 tested, 0.33% active. AID 588814;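 active = activation above the run's mean compound activation plus 3 SD, cut at about 16% in these data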;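 note: peak over basal fluorescence ratio within a 140 s kinetic read after compound addition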
* = called active by the depositor; . = not tested or not shown. Compounds were not picked by outcome, and some 3.7% of all compounds hit somewhere here.

Fields: TAAR1 agonist	V1aR counter	M1 antag	OXTR ag	OXTR potentiate	CHRM1 PAM	CHO parental Ca	TAAR1 antagonist	CHRM1 agonist
> CCC(C)(C)c1ccc(Oc2ccc(NC(=O)COC(=O)C3=COCCO3)cc2)cc1
 : 5.3	9.0	24.8*	3.1	-15.5	-26.2	29.3	7.5	-6.5
> O=C(C1=C(O)C(=O)N(CCN2CCOCC2)C1c1cccc(O)c1)c1cc2ccccc2o1 (stereo not given)
 : 1.1	.	-10.0	.	.	2.8	.	-36.1	-0.5
> Cc1cc(C)c(C(=O)N(C)CC2CCCN(CCc3ccccc3F)C2)o1 (stereo not given)
 : 1.4	0.0	28.1	-0.7	2.3	-16.7	-23.0	-20.1	-6.6
> Cc1ccc(F)cc1NC(=O)Cc1nn(C)c(=O)c2ccccc12
 : 9.3	10.8	28.7	11.2	-18.6	-12.5	14.2	18.5	2.6
> COC(=O)N/N=C/c1cc(N=Nc2ccccc2)ccc1O
 : 3.2	3.7	-3.4	2.7	-5.3	-0.4	-4.5	17.5	0.9
> O=C(/C(=N/N=C/c1ccc(O)c(O)c1)c1ccccc1)c1ccccc1
 : 5.4	0.1	-8.5	1.2	-9.8	7.5	21.4	7.1	-3.1
> Cc1ccc(-n2c(C)cc(C(=O)COC(=O)C3=NNC(=O)CC3)c2C)cc1
 : 7.6	1.6	-11.0	-1.6	-5.9	12.9	-25.5	-1.3	-3.3
> COc1ccc(C2C(C(=O)NCc3ccccn3)CCC(=O)N2c2cc(OC)c(OC)c(OC)c2)cc1 (stereo not given)
 : 1.6	0.4	-13.8	-0.4	-0.4	7.0	-6.2	-30.6	-3.5
> CCOc1cc(/C=N/NC(=O)CSc2cccc3cccnc23)ccc1O
 : 6.8	-0.2	-9.9	-0.5	-6.5	1.1	6.8	12.7	-5.5
> CNC(=O)/C(=C\c1ccc2c(c1)OCO2)NC(=O)c1ccc(Br)cc1
 : 0.3	0.3	3.6	1.0	-5.0	1.5	-6.2	5.8	-7.8
> CC(C)C(=O)NNC(=O)CSc1ncnc2c1cnn2-c1ccccc1Cl
 : 1.9	4.4	-7.4	0.1	-6.8	2.2	-7.3	-10.0	-3.1
> C[C@H]1[C@H](C)CC[C@]2(C(=O)O)CC[C@]3(C)C(=CC[C@@H]4[C@@]5(C)CC[C@H](O)C(C)(C)[C@@H]5CC[C@]43C)[C@H]12
 : 1.4	-0.1	-19.3	-0.8	-3.0	2.0	-2.5	-2.4	-0.2
> CN(Cc1nc(C(c2ccccc2)c2ccccc2)no1)CC1COCCO1 (stereo not given)
 : 2.5	-0.1	-8.4	-2.8	-16.7	6.1	-10.6	13.0	-12.2
> O=Cc1ccccc1-c1cn(CN2C(=O)c3ccccc3C2=O)nn1
 : 2.4	-0.2	1.9	0.4	-4.3	6.4	-4.8	-8.0	-4.9
> O=C(c1csc2ccccc12)N1CCN(c2ccccn2)CC1
 : 13.4	3.4	-1.5	-0.4	-24.4	2.2	-15.5	3.0	-1.9

Brought forward from above: 5 entries; new compounds follow.
Fields: TAAR1 agonist	V1aR counter	M1 antag	OXTR ag	OXTR potentiate	CHRM1 PAM	CHO parental Ca	TAAR1 antagonist	CHRM1 agonist
> CC(C)C(=O)NNC(=O)CSc1ncnc2c1cnn2-c1ccccc1Cl
 : 1.9	4.4	-7.4	0.1	-6.8	2.2	-7.3	-10.0	-3.1
> C[C@H]1[C@H](C)CC[C@]2(C(=O)O)CC[C@]3(C)C(=CC[C@@H]4[C@@]5(C)CC[C@H](O)C(C)(C)[C@@H]5CC[C@]43C)[C@H]12
 : 1.4	-0.1	-19.3	-0.8	-3.0	2.0	-2.5	-2.4	-0.2
> CN(Cc1nc(C(c2ccccc2)c2ccccc2)no1)CC1COCCO1 (stereo not given)
 : 2.5	-0.1	-8.4	-2.8	-16.7	6.1	-10.6	13.0	-12.2
> O=Cc1ccccc1-c1cn(CN2C(=O)c3ccccc3C2=O)nn1
 : 2.4	-0.2	1.9	0.4	-4.3	6.4	-4.8	-8.0	-4.9
> O=C(c1csc2ccccc12)N1CCN(c2ccccn2)CC1
 : 13.4	3.4	-1.5	-0.4	-24.4	2.2	-15.5	3.0	-1.9
> CCOC(=O)c1cn(-c2ccc(F)c(F)c2F)c2c(F)c(F)c(F)cc2c1=O
 : 9.4	-0.2	-0.2	-0.7	-5.8	-2.3	-10.8	9.6	-2.3
> Cc1c(Cl)c([N+](=O)[O-])nn1CCCC(=O)Nc1cccc(Cl)c1Cl
 : 1.3	4.9	-5.5	1.7	-3.8	0.8	-17.7	-1.8	-9.3
> COC(CN(C)S(=O)(=O)c1cc2c3c(c1)CCC(=O)N3CCC2)OC
 : 3.5	0.2	-2.2	0.8	-7.4	6.3	4.9	-12.1	-2.7
> CCCN1C(=O)C2(C(C(=O)c3ccc(C)o3)=C(O)C(=O)N2CCCOC)c2ccccc21 (stereo not given)
 : 0.8	-0.4	-5.8	1.1	-11.7	8.1	-2.5	-18.1	-2.0
> COc1ccc(C)cc1S(=O)(=O)NC(C)C(=O)NC1CC1 (stereo not given)
 : 0.9	1.1	-21.2	-0.1	-11.6	17.7	-1.3	-3.3	-0.2
> NS(=O)(=O)c1ccc(NC(=O)Nc2cccc3ccccc23)cc1
 : 1.2	-0.2	-20.4	0.4	-4.8	20.0	-0.3	-19.6	0.5
> CCc1nc2c(OCc3ccc(C#N)cc3)cccn2c1N(C)C(=O)c1ccco1
 : 2.3	.	-12.7	.	.	-0.9	.	11.6	-6.1
> Cc1nc(C)c(-c2csc(Nc3ccc(O)c(C(=O)O)c3)n2)s1
 : 0.4	.	-15.9	.	.	11.8	.	-3.9	-0.8
> O=C(COC(=O)/C=C/c1ccccc1[N+](=O)[O-])Nc1ccc2[nH]c(=O)[nH]c2c1
 : 2.4	0.7	-6.2	0.2	-9.2	2.4	-10.9	-9.8	0.4
> COC(=O)C1=C(O)/C(=C\c2cc(C)n(-c3ccccc3F)c2C)N=C1C
 : 2.8	0.1	-5.9	0.2	-6.0	14.3	-6.5	-2.0	1.3
> CC(C)c1ccc(N(C(=O)c2cc3ccccc3oc2=O)C2C=CS(=O)(=O)C2)cc1 (stereo not given)
 : 2.2	0.8	-12.4	-0.4	-1.2	13.7	-23.2	-17.5	-6.3
> COc1ccc(NC(=O)COc2nsnc2N2CCOCC2)c(OC)c1
 : 1.2	2.1	-10.7	0.8	-9.0	17.5	-24.9	-11.5	6.5
> CCOC(=O)N1CCN(C(=O)c2cn(CC)c3ccc(S(=O)(=O)N(C)C4CCCCC4)cc3c2=O)CC1
 : 0.2	1.3	-8.9	-0.3	-4.5	2.9	-16.5	-3.8	-7.7
> CCOc1cccc(CN2CCN(CCCc3ccccc3)C(CCO)C2)c1O (stereo not given)
 : 0.5	-0.5	-4.8	-0.2	-3.5	-1.2	-9.4	-13.1	-9.2
> O=C(NCC1COc2ccccc2O1)c1ccc(Cl)c(S(=O)(=O)N2CCCC2)c1 (stereo not given)
 : 18.2	9.3	17.3	8.4	-9.3	-18.0	-14.1	8.2	-2.0
> Cn1nc(C(C)(C)C)c([N+](=O)[O-])c1C(=O)N1CCCCCC1
 : 1.6	1.9	-6.4	0.7	-4.8	8.7	-5.5	-18.7	-2.9
> C/C(=C\C(=O)c1ccc(Br)cc1)NNC(=O)c1ccc(O)cc1
 : -0.3	0.9	-9.6	-0.9	-10.8	14.8	-12.1	-27.9	2.4
> C[C@H]1CN([C@@H](C)CO)C(=O)CCCn2nncc2CO[C@H]1CN(C)C(=O)Nc1ccccc1
 : 2.7	.	-4.2	.	.	-2.9	.	-13.8	-2.5
> CC(=O)C1=C(O)C(=O)N(CCC(=O)O)C1c1cccc(F)c1 (stereo not given)
 : 12.5	2.5	-4.7	0.5	-0.3	4.8	-0.5	-1.8	-3.6
> CCc1cc[n+](CC(=O)Nc2ccc(Cl)cc2Cl)cc1
 : 7.2	0.7	1.4	0.1	4.6	-18.7	-7.6	-7.2	-14.0
> N#Cc1c(-c2ccccc2)ccn(Cc2cccc(Cl)c2)c1=O
 : 4.5	5.0	-21.8	3.5	-18.5	-3.9	1.6	2.8	-2.3
> CN(CC(=O)Nc1ccc(Cl)cc1)C(=O)c1sccc1-c1ccccc1
 : 14.1	3.8	6.8	3.5	-9.9	-10.1	-25.6	44.3	-2.9
> Cc1nc(N(C)C)c2sc(=S)n(Cc3ccccc3)c2n1
 : -0.5	0.4	6.3	-0.7	4.9	4.9	-8.3	-36.7	-2.3
> CC(C)CNC(=O)COC(=O)CCC(=O)c1ccc(F)cc1
 : 5.7	0.1	-9.0	0.8	-1.1	11.3	-3.5	7.2	-3.3
> O=[N+]([O-])c1ccc(S(=O)(=O)c2ccccc2)nc1
 : 1.2	-0.6	4.0	-0.4	-8.5	7.1	24.7	18.2	-4.5
> CCOC(=O)c1nnn(CC(=O)N2N=C(c3cccc4ccccc34)CC2c2ccccc2)c1C(=O)OCC (stereo not given)
 : 1.6	1.7	2.4	1.8	-5.9	2.2	9.9	12.1	-3.2
> CC(C)c1ccccc1OCC(=O)NC1CCCc2ccccc21 (stereo not given)
 : -1.5	0.0	-1.1	-2.3	-8.1	0.3	-14.2	-2.8	-3.5
> CN(C(=O)C=Cc1ccccc1)c1ccccc1
 : -0.3	.	1.7	.	.	-7.1	.	7.6	-8.4
> Cc1cc(C)cc(NC(=O)C/C(N)=N/O)c1
 : 1.9	0.7	-17.8	0.3	-3.6	-7.3	5.4	-10.3	0.0
> CCc1nnc(NC(=O)Cn2nnc(-c3ccccc3F)n2)s1
 : 4.6	0.7	-2.3	-0.6	-1.7	4.0	-5.7	13.7	2.3
> Cc1ccccc1N=C1NC(=O)C(CO)(CO)S1
 : -0.1	.	-15.1	.	.	11.8	.	2.9	-1.6
> CC(OC(=O)c1snc(C(=O)NC2CCCCC2)c1N)C(=O)NC1CCCCC1 (stereo not given)
 : 1.2	0.6	6.0	0.4	-7.0	5.3	-7.7	-1.7	-0.2
